DNA FID counter: counter-screen for HCV NS3 helicase inhibitors: DNA intercalator displacement; DNA fluorescent intercalator displacement, fluorescence; inhibition, % at 7.9 µM; 0.17% of 290,000 active; AID 1845; in the data active = inhibition above about 37%;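 note: 0% = vehicle and 100% = reference compound; higher means more ethidium bromide displaced from hairpin DNA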
OXTR agonist: human OXTR agonism | CHO-OTR cells, Fluo-8 calcium fluorescence; normalized: DMSO 0%, oxytocin 100% | activation, % at 3 µM | 0.32% of 320,000 active;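 active = activation above the mean of all tested compounds plus 3 SD, cutoff set per screening run, cut at about 20% in these data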;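 note: peak over basal fluorescence ratio from a 100 s FLIPR kinetic read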
Target sequence (P30559 whole entry, looked up): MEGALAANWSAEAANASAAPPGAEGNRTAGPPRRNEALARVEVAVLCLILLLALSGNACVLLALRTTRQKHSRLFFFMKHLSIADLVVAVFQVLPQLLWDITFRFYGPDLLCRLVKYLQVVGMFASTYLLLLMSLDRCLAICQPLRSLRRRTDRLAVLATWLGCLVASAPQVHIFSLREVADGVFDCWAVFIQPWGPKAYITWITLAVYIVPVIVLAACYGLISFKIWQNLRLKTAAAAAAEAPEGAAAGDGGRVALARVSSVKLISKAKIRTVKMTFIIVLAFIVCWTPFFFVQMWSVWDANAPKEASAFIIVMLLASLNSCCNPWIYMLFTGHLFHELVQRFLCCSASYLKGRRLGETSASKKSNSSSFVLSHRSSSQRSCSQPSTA
IMP-1 inh: inhibitors of Pseudomonas aeruginosa IMP-1 metallo-beta-lactamase; 0.45% of 290,000 active; AID 1556; inhibition, % at 5.6 µM; purified IMP-1, nitrocefin hydrolysis, epi-absorbance fluorescence;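 active = inhibition above the mean plus 3 SD of all compounds in the same screening run, cut at about 4.5% in these data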;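 note: 0% = IMP-1 with DMSO and 100% = DMSO wells lacking enzyme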
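Assay system: purified IMP-1; Quantity: IMP-1 0.2 nM before substrate addition; Medium: HEPES buffer pH 7.1 with ZnSO4 and Brij 35; Incubation: 15 min enzyme–compound preincubation, then 25 min nitrocefin reaction, 25 °C; Signal: fluorescence quenching readout, ex 480/em 530 nm; Controls: DMSO with and without IMP-1; Repeats: singlicate testing.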
V1aR counter: counter-screen for oxytocin receptor agonists: human V1a receptor agonists | CHO-V1R cells, Fluo-8 calcium fluorescence, agonist mode; 0% DMSO, 100% 3 nM vasopressin | activation, % at 3 µM | 0.25% of 320,000 active;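 active = activation above the mean activation of all tested compounds plus 3 SD, per screening run, cut at about 20% in these data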;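 note: signal is peak over basal fluorescence ratio across a 100 second FLIPR read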
Target sequence (P37288 whole entry, looked up): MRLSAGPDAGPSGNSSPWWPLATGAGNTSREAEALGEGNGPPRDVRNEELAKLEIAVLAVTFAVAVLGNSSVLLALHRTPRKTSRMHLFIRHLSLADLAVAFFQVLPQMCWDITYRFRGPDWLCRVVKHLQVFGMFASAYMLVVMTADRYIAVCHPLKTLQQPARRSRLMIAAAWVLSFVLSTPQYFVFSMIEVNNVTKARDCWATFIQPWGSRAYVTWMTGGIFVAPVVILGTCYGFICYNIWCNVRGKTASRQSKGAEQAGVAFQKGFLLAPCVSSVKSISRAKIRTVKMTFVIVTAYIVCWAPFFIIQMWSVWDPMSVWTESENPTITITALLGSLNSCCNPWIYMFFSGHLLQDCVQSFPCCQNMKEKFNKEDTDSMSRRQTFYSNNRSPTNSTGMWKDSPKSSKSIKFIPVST
PHOSPHO1 inh: blocks human PHOSPHO1 phosphatase activity. 1.1% of 290,000 active. recombinant PHOSPHO1, absorbance phosphatase assay. inhibition, % at 13.3 µM; in the data active = inhibition above about 60%
VIM-2 inh: blocks Pseudomonas aeruginosa VIM-2 metallo-beta-lactamase. purified VIM-2, nitrocefin hydrolysis, epi-absorbance fluorescence. inhibition, % at 5.6 µM. 0.89% of 290,000 active;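 active = inhibition above the mean of all tested compounds plus 3 SD, cutoff set per screening run, cut at about 7.5% in these data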;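 note: red hydrolysis product quenches plate fluorescence so inhibitors raise well fluorescence; 0% = enzyme with DMSO and 100% = DMSO without enzyme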
NS3 helicase inh: HCV NS3 helicase inhibition | NS3 helicase DNA unwinding, Cy5 molecular beacon fluorescence | 0.56% of 290,000 active | inhibition, % at 10.9 µM | AID 1800;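 active = inhibition above the mean of all tested compounds plus 3 SD, set per campaign, cut at about 35% in these data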;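 note: 0% = DMSO wells and 100% = thioflavine S control wells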
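System: Hepatitis C virus NS3 helicase domain fragment enzyme | Reagent: Annealed dual-labelled DNA beacon duplex, ATP-started | Compound dosing: 10.9 µM single point, 0.8% DMSO | Incubation: 1 h reaction at 25 °C, ATP-initiated | Technique: Cy5 fluorescence | Evaluation: Percent inhibition from t60/t0 fluorescence ratio | Benchmarks: Low DMSO, high thioflavine S at 110 µM | Replication: Singlicate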
GPR7 antagonist: antagonists of human GPR7 (neuropeptides B/W receptor 1) | 1.1% of 290,000 active | GPR7-expressing cells, fluorescence antagonist assay | inhibition, % at 4.4 µM | AID 1861 | P48145; in the data active = inhibition above about 16%, passing the limit was not always enough;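 note: cells stimulated with the agonist NPW; 0% = agonist with vehicle and 100% = vehicle without agonist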
GalR3 antag: antagonists of human GalR3. O60755. HEK293 GalR3-CNG cAMP membrane potential fluorescence; galR3 body fused to GalR1 C-terminus. inhibition, % at 3 µM. 0.44% of 360,000 active. AID 651719;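 active = inhibition above the screen-wide average plus 3 SD, cut at about 13% in these data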;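 note: forskolin and galanin both at EC90 stimulate the cells; cAMP rise reported by CNG channel membrane potential dye signal; 0% = forskolin plus galanin with DMSO and 100% = forskolin alone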
Target sequence (O60755 1-299 limits assumed): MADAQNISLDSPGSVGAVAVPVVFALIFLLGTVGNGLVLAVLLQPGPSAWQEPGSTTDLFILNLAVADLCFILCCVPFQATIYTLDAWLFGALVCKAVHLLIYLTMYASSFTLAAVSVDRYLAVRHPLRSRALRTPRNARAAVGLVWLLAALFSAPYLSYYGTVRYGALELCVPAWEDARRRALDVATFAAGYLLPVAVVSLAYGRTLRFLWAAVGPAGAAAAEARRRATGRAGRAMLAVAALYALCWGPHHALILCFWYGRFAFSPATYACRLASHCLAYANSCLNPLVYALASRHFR
Starred values were filed as active, the others as inactive; · = not tested or not shown.

No.	molecule	DNA FID counter	OXTR agonist	IMP-1 inh	V1aR counter	PHOSPHO1 inh
1	O=C(Nc1ccccc1C(=O)NCc1ccccc1)C1=CSCCO1	-20	-0.8	-2.1	0.8	33
2	CCOC(=O)c1sc(NN=C(C(=O)OC)C(=O)OC)c(C(=O)OCC)c1C	5	-2.3	-4.1	0.2	1
3	CCN(CC)C(=O)c1sc2nc(N3CCOCC3)c3c(c2c1N)CCCC3	-17	-2.9	-3.5	-1.5	80*
4	Cc1nn(-c2ccccc2)c(C)c1/C=N/NC(=O)CSc1nc2ccccc2c(=O)n1-c1ccccc1	-6	0.4	-3.0	-0.4	10
5	O=C(Nc1ccc(Cl)cc1Cl)c1ccc(-c2ccccc2)cc1	-5	-0.6	-4.5	-0.3	7
6	CCOC(=O)c1ccc(NCn2c(=O)oc3ccccc32)cc1	-2	5.2	-2.2	6.4	-38
7	Cc1cc(Cl)ccc1C(=O)C1CCCN(C(=O)c2cncs2)C1 (stereo unspecified)	-34	-0.6	-4.1	0.7	8
8	Cc1cccc(N=Nc2c(C)[nH]n(-c3ccccc3)c2=O)c1	0	-1.0	-1.8	-0.7	37
9	CC1(C(=O)NNC(=S)NCC2CCCO2)CC1(Cl)Cl (stereo unspecified)	-6	-0.9	-3.5	-0.8	53
10	O=C(NC(=S)Nc1ccc2nc[nH]c2c1)c1ccccc1	-8	-0.2	-3.1	0.7	-15
11	O=C1ON=C(c2ccccc2)/C1=C/c1ccc(-c2ccccc2[N+](=O)[O-])o1	-5	1.4	0.5	0.3	12
12	O=S1(=O)CCO[C@H]2Cc3ccccc3[C@H]2N1Cc1ccccc1	-23	-1.0	-0.6	-0.5	4
13	COc1cccc(NC(=O)C2CC(=O)N(C)C(=Nc3cccc(F)c3)S2)c1 (stereo unspecified)	-8	3.9	0.2	2.3	14
14	CN=C1S/C(=C\c2cccn2-c2cccc(Br)c2)C(=O)N1C	3	-1.8	-2.1	-0.1	·
15	CN1CCN(C(=O)c2ccc(-c3nn(C)c(=O)c4ccccc34)cc2)CC1	-4	1.1	-3.8	0.7	·

No.	VIM-2 inh	NS3 helicase inh	GPR7 antagonist	GalR3 antag
1	-3.0	1	4	-9
2	-3.2	-4	0	-1
3	-0.4	-1	2	0
4	-2.5	-2	0	-6
5	-0.9	-9	-5	-3
6	-1.4	-1	-2	0
7	-0.6	7	0	-1
8	-3.5	-4	-11	-4
9	-8.1	6	-10	-1
10	-3.7	1	-15	1
11	-0.6	18	-1	-2
12	-0.3	-8	-9	-2
13	-2.8	-14	8	2
14	-2.7	-2	-9	-2
15	70*	1	-3	-7

VIM-2 inh: hit marks shown above
| No. | SMILES | IMP-1 inh | PHOSPHO1 inh | VIM-2 inh | NS3 helicase inh | GPR7 antagonist | GalR3 antag |
| --- | --- | --- | --- | --- | --- | --- | --- |
| 15 | CN1CCN(C(=O)c2ccc(-c3nn(C)c(=O)c4ccccc34)cc2)CC1 | -3.8 | · | 70* | 1 | -3 | -7 |

Following part
No.	molecule	DNA FID counter	OXTR agonist	IMP-1 inh	V1aR counter	PHOSPHO1 inh
16	O=C(c1ccco1)N1CCN(c2cc(=O)n(C3CCCCC3)c(=O)[nH]2)CC1	-25	-0.9	-0.8	-1.0	34
17	COc1cc(SC)ccc1C(=O)Nc1nc2ccccc2[nH]1	-16	0.3	-2.0	0.0	23
18	CSC(=S)N/N=C/c1c[nH]c2ccccc12	9	5.8	-1.1	1.9	2
19	N#Cc1ccccc1CSc1ccc(-c2nc3ccccc3[nH]2)cn1	1	10	-0.5	5.0	45
20	O=C(NCC1CC1)Nc1ccccc1	-3	·	-0.4	·	20
21	CCN(CC)c1ccc(/C=N/n2c(-c3ccccc3Br)n[nH]c2=S)cc1	-19	-1.6	-3.8	-0.6	32
22	O=C(c1cccc(S(=O)(=O)N2CCCCC2)c1)N1CCCCC1	-11	0.2	-0.7	-0.2	0
23	COC(=O)c1cn(NC(=O)/C=C/c2ccc(OC)c(OC)c2)c(=O)c2ccccc12	-1	-1.0	-3.5	1.0	-11
24	CCNC(=O)c1sc2cc(C)ccc2c1Cl	-4	-1.9	-1.0	-0.8	27
25	C=CCOc1cccc(C2C(C(=O)c3ccco3)=C(O)C(=O)N2CCN2CCOCC2)c1 (stereo unspecified)	-9	1.1	-1.1	0.8	7
26	Cc1onc(-c2ccccc2Cl)c1C(=O)NCCn1ccc2ccccc21	-13	0.4	-0.5	0.7	50
27	CC1(C)Cc2c(C#N)c(N3CCN(C(=O)c4ccccc4Cl)CC3)nc(-c3ccco3)c2CS1	-34	-1.3	0.8	0.0	49
28	COc1ccc(C(C)NC(=O)C2CCCC2)cc1 (stereo unspecified)	-6	-0.5	-2.1	-0.1	·
29	C#CCOCCOCCOCCNc1nc(N2CCN(C(=O)[C@H](C)n3cc(CCCN=C(N)N)nn3)CC2)nc(N2CCN(C(=O)[C@H](C)n3cc(CCCN=C(N)N)nn3)CC2)n1	18	-0.3	-2.0	0.2	-16
30	CCS(=O)(=O)Nc1ccc(-c2nnc(SCC(=O)OC)o2)cc1	0	0.4	-1.8	1.1	-4

No.	VIM-2 inh	NS3 helicase inh	GPR7 antagonist	GalR3 antag
16	-3.5	-2	-11	-6
17	-3.7	3	-16	-11
18	-4.0	-5	-9	-6
19	-7.7	4	31*	-8
20	0.2	1	8	-10
21	-3.0	5	-16	-3
22	-1.1	11	11	-2
23	-5.4	2	-5	-1
24	0.6	-5	4	-5
25	0.2	-1	-7	1
26	-0.4	-4	-7	2
27	-3.2	28	15	-1
28	-1.1	4	-1	-2
29	-3.9	-56	-10	-1
30	0.2	0	-6	-5

(continued)
No.	molecule	DNA FID counter	OXTR agonist	IMP-1 inh	V1aR counter	PHOSPHO1 inh
31	NS(=O)(=O)c1ccc(CCNC(=O)COc2ccc3c4c(c(=O)oc3c2)CCC4)cc1	88*	0.3	-3.4	-0.4	47
32	CSc1ccccc1NC(=O)N1CCCC(C(=O)c2ccc3c(c2)OCO3)C1 (stereo unspecified)	-4	-2.2	-2.6	-0.5	57
33	CC(C)(C)c1nnc(NS(=O)(=O)c2cc(Cl)ccc2Cl)s1	-34	-0.4	-3.9	-0.3	19
34	O=C1C2=C(SCCS2)C(=O)N1c1ccccc1	5	0.4	-0.2	0.6	-36
35	COc1ccccc1Oc1cc(-n2nc(C)cc2C)ncn1	-18	-1.8	-4.4	0.6	-6
36	Nc1cc(OC(=O)c2ccco2)nn1S(=O)(=O)c1ccc(F)cc1	7	-1.0	-1.5	-0.7	21
37	CCOc1nnnc2c1sc1nc(N3CCOCC3)c3c(c12)CC(C)(C)OC3	8	·	-5.8	·	·
38	COc1ccc(CCN2C(=O)CC(NC34CC5CC(CC(C5)C3)C4)C2=O)cc1OC (stereo unspecified)	-16	1.0	-2.5	0.5	47
39	N#CC1=C(N)C2=CCCC[C@H]2[C@H](c2ccc(Br)cc2)C1(C#N)C#N	-10	0.8	-1.7	0.5	12
40	COc1ccc(S(=O)(=O)NCC(c2cccnc2)N2CCN(c3ccccc3OC)CC2)cc1C (stereo unspecified)	-28	·	-1.5	·	18
41	O=C(NNC(=O)C1CC(c2cccs2)=NO1)NC1CCCCC1 (stereo unspecified)	2	0.7	-4.4	0.0	45
42	COc1cccc(/C=N/NC(=O)c2ccc([N+](=O)[O-])cc2Cl)c1O	-5	-0.2	0.5	0.5	1
43	COc1ccc(Nc2c3c(c(C#N)c4nc5ccccc5n24)CCC3)cc1	1	0.3	-4.1	-0.7	-131
44	Cn1cccc1C(=O)OCC(=O)N1CC(=O)Nc2ccccc21	-2	-0.8	-2.8	1.7	37
45	Cc1ncc(CO)c(/C=N/Nc2ccc(C(F)(F)F)cn2)c1O	-4	2.5	-1.9	0.8	26

No.	VIM-2 inh	NS3 helicase inh	GPR7 antagonist	GalR3 antag
31	19*	6	-7	-7
32	-3.9	-4	-7	-2
33	-2.0	3	-17	-10
34	0.0	-9	-8	-5
35	-1.1	5	-5	-1
36	-1.1	0	13	-3
37	-3.1	-2	-11	·
38	-0.9	0	-2	-1
39	0.6	14	1	·
40	-0.3	-31	5	-1
41	-6.3	-6	-1	-8
42	-0.8	-7	5	-1
43	-4.6	6	1	0
44	-3.8	-4	-9	12
45	-0.6	-13	-10	-9

(listing goes on)
No.	molecule	DNA FID counter	OXTR agonist	IMP-1 inh	V1aR counter	PHOSPHO1 inh
46	CC1=NN(C(=O)COc2cc(C)ccc2C(C)C)C(O)(c2ccccc2)C1 (stereo unspecified)	-32	-2.5	-2.4	-1.4	-3
47	COc1cccc(C2CC(=O)NC3=C2C(=O)CCC3)c1 (stereo unspecified)	0	-0.8	-2.6	0.1	5
48	Cc1ccc2nc3c(c(Nc4ccc5c(c4)OCCO5)c2c1)CCC3	1	-1.9	-3.4	-1.3	-10
49	COc1cc2c(cc1OC)C(COc1ccccc1OC)N(C(C)=O)CC2 (stereo unspecified)	-29	0.7	-1.8	0.7	30
50	CCCCNC(=O)OCC(CC)NC(=O)OCC(C)C (stereo unspecified)	-15	-1.4	8.7*	-0.4	58
51	CCC/C(O)=C1\C(=O)CC(C)(C)CC1=Nc1ccc(OC)cc1OC	-10	-2.6	-4.3	-1.7	-4
52	Cc1ccc(/C=C2/NC(=O)N(Cc3ccccc3F)C2=O)s1	0	2.5	-0.5	2.5	-1
53	CC(=O)Nc1ccc(Cc2nc3ccccc3[nH]2)cc1	-1	0.0	-3.0	-0.5	20
54	Cc1ccc(/C=C(\NC(=O)c2ccccc2)C(=O)NCCN2CCOCC2)o1	-6	-0.5	-1.5	1.4	-114
55	Cc1cc(CN2C(=O)c3ccccc3C2=O)on1	-4	0.2	-2.6	-0.3	-38
56	COc1cc(NC(=O)C2CC(=O)NC3=C2C(=O)CCC3)cc(OC)c1 (stereo unspecified)	-3	-0.2	-0.7	0.1	20
57	CCn1nc(C(=O)OCC(=O)N2c3ccccc3CC2C)c2ccccc2c1=O (stereo unspecified)	-22	-1.8	-3.0	0.6	-14
58	Cc1onc(-c2c(F)cccc2Cl)c1C(=O)NCc1ccccn1	0	1.0	-4.2	-0.5	-3

No.	VIM-2 inh	NS3 helicase inh	GPR7 antagonist	GalR3 antag
46	-4.9	11	9	-5
47	1.2	4	-2	-3
48	16*	-19	4	-10
49	-2.1	-7	-7	-13
50	-4.2	3	-10	-4
51	-5.4	-1	16*	-1
52	-0.1	-4	-18	3
53	-1.8	-1	-1	-3
54	-2.4	-1	0	0
55	-1.5	-1	-20	-6
56	-1.1	-8	1	-4
57	-1.6	-1	-5	-2
58	-0.4	2	-11	-6

Three of the entries above in order of the PHOSPHO1 inh value, highest first:
| no. | molecule | IMP-1 inh | PHOSPHO1 inh | VIM-2 inh | NS3 helicase inh | GPR7 antagonist | GalR3 antag |
| --- | --- | --- | --- | --- | --- | --- | --- |
| 56 | COc1cc(NC(=O)C2CC(=O)NC3=C2C(=O)CCC3)cc(OC)c1 (stereo unspecified) | -0.7 | 20 | -1.1 | -8 | 1 | -4 |
| 52 | Cc1ccc(/C=C2/NC(=O)N(Cc3ccccc3F)C2=O)s1 | -0.5 | -1 | -0.1 | -4 | -18 | 3 |
| 58 | Cc1onc(-c2c(F)cccc2Cl)c1C(=O)NCc1ccccn1 | -4.2 | -3 | -0.4 | 2 | -11 | -6 |

Assay outcomes: PubChem, several laboratories
